# CIT2-GFP yeast: modulators of TOR pathway CIT2-GFP in S. cerevisiae; GFP response vs DMSO, % at 10 µM; hit rate 0.065% among 320,000; AID 2029; S. cerevisiae CIT2-GFP strain, flow cytometry, 3 h; 100 means same as DMSO wells;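 active = GFP response relative to DMSO above a set limit, near the screen mean plus 3 SD, cut at about 150% in these data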;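 also: ratio of well median GFP fluorescence to mean of DMSO wells on the plate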
# procasp7 counter: counter-screen: procaspase-7 (human) activation. P55210. recombinant procaspase-7, Ac-DEVD-pNA absorbance 405 nm; D23A/D198A/D206A triple mutant, cannot self-cleave; scale: DMSO 0, 5 µM enzyme 100. activation, % at 8.5 µM. hit rate 0.093% among 330,000. AID 463210;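 active = percent activation above the screen-wide mean plus 3 SD, cut at about 25% in these data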
# Target sequence (P55210 whole entry D23A/D198A/D206A): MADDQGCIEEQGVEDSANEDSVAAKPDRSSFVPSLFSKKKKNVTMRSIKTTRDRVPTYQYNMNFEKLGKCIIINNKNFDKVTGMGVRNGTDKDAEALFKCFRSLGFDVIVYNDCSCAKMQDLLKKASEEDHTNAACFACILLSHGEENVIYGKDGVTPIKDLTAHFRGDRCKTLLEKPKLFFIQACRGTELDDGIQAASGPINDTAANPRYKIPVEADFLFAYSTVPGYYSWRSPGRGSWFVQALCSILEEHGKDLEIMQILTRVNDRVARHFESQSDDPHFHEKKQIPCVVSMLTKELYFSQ
#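 Material: Procaspase-7 triple mutant (PC-7 D3A) | Quantity: 2 µM procaspase-7 mutant as dispensed | Reagent: DEVD-pNA substrate | Times: 1 h preincubation, 2 h reaction | Technique: 405 nm absorbance of p-nitroaniline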
# proCasp3 act: procaspase-3 (human) activation; P42574; recombinant procaspase-3 D3A, Ac-DEVD-pNA absorbance 405 nm; activation, % at 8.5 µM; hit rate 0.11% among 330,000;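 active = activation above the mean of all tested compounds plus 3 SD, cut at about 21% in these data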;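 also: 0% = DMSO alone and 100% = DMSO wells spiked with extra 5 µM PC-3 D3A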
# Target sequence (P42574 whole entry D9A/D28A/D175A): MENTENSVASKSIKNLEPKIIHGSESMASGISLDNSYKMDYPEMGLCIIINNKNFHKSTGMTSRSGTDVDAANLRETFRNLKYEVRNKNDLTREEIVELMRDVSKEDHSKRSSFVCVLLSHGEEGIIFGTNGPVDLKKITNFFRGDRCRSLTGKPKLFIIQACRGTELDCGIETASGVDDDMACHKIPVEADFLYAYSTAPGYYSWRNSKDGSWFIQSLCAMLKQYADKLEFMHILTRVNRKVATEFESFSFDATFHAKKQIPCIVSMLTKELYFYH
#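 Assay system – Procaspase-3 D3A mutant · Benchmarks – DMSO low control, extra-enzyme high control · Technique – 405 nm absorbance of p-nitroaniline, reads at 0 and 120 min · Doses – 8.5 µM nominal · Measure – % activation between DMSO and enzyme-spiked controls · Also added – Ac-DEVD-pNA chromogenic peptide substrate · Schedule – 1 h compound preincubation, 2 h substrate hydrolysis at 25 °C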
# RPL19A-GFP yeast: alters RPL19A-GFP fluorescence in TOR pathway yeast screen; S. cerevisiae RPL19A-GFP strain, flow cytometry, 3 h; hits give low values; percent response vs DMSO, % at 10 µM; hit rate 0.3% among 330,000; AID 2025;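 active = percent response vs DMSO below 50%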;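 also: median channel GFP fluorescence of the barcoded RPL19A-GFP strain; ratio of sample median GFP to plate DMSO average so 100% = DMSO; lower means less RPL19A-GFP as with rapamycin TOR inhibition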
# AHR activator: activators of human aryl hydrocarbon receptor; activation, % at 5 µM; hit rate 2.5% among 320,000; AHR-responsive luciferase reporter cells, luminescence; P35869; in the data active = activation above about 47%;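 also: 0% = vehicle wells and 100% = reference agonist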
# MEP2 TOR yeast: modulators of TOR pathway MEP2-GFP in S. cerevisiae; S. cerevisiae MEP2-GFP strain, flow cytometry GFP, 3 h; 100% = DMSO control level; GFP response vs DMSO, % at 10 µM; hit rate 0.51% among 330,000; AID 2016;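 active = GFP response versus DMSO above a set limit, roughly screen mean plus 3 SD, cut at about 180% in these data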;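 also: median GFP fluorescence of the barcode-gated MEP2-GFP cells per well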
# AGP1 TOR yeast: alters AGP1-GFP fluorescence in TOR pathway yeast screen; S. cerevisiae AGP1-GFP multiplex flow cytometry, 3 h; GFP as percent of DMSO wells; GFP response vs DMSO, % at 10 µM; hit rate 0.02% among 320,000; AID 2066;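 active = GFP response relative to DMSO above a set limit, near screen average plus 3 SD, cut at about 150% in these data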;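 also: median GFP channel fluorescence of the gated AGP1 strain per well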
# LAP4-GFP MLPCN: modulators of TOR pathway LAP4-GFP in S. cerevisiae | S. cerevisiae LAP4-GFP multiplex, flow cytometry GFP, 3 h; median GFP as percent of DMSO wells | AID 2023 | GFP response vs DMSO, % at 10 µM | hit rate 0.34% among 320,000;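 active = GFP response vs DMSO above a set limit, about the screen mean plus 3 SD, cut at about 150% in these data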
# The depositor's hits bear a star; nt = no result given.
SMILES,CIT2-GFP yeast,procasp7 counter,proCasp3 act,RPL19A-GFP yeast,AHR activator,MEP2 TOR yeast,AGP1 TOR yeast,LAP4-GFP MLPCN
Cc1ccc(NC(=O)N2CCC(C(=O)NCc3ccc(F)cc3)CC2)cc1,106,5,-5,100,1,99,102,91
Cc1cc2cc(CNC(=O)c3ccc(S(=O)(=O)N4CCOCC4)cc3)ccc2n1C,117,-4,-1,104,3,100,108,109
Cc1cccc(/N=C/c2nc(-c3ccccc3Br)oc2O)n1,87,-9,1,99,30,99,94,108
O=C(O)c1ccc(NC2=C(n3nnc4ccccc43)C(=O)c3ccccc3C2=O)cc1,104,-1,2,98,5,93,97,85
COc1ccc(NC(=O)CSCc2ccc(C#N)cc2)c(OC)c1,93,1,2,100,3,103,102,107
CCCCCCCCNC(=O)/C(C#N)=C/c1ccccc1[N+](=O)[O-],93,3,-5,107,6,139,114,126
Cc1cnc(C(=O)OCc2nc3ccsc3c(=O)[nH]2)cn1,95,5,2,98,2,93,98,93
COC(=O)c1cccc(NS(=O)(=O)c2ccc(NC(C)=O)cc2)c1C,105,7,3,100,-1,101,104,102
Cc1ccc(/C=C/C(=O)O)cc1S(=O)(=O)N1CCCCC1,81,7,-4,97,1,103,91,94
Cc1scc(C(=O)NNC(=S)NCc2ccccc2)c1C,109,-7,-14,107,-1,104,106,96
O=C(N/N=C/c1ccc[nH]1)c1ccc(O)cc1,95,5,2,91,6,98,nt,99
O=C(NC1CCCCC1)C(c1cccs1)N(Cc1cccs1)C(=O)c1cccs1 (configuration not stated),83,-5,-6,96,-1,97,97,91
Cc1cccc(N(CC(=O)NCC2CCCO2)C(=O)CCC(=O)Nc2cc(C)on2)c1 (configuration not stated),109,6,-1,113,-1,101,108,103
NS(=O)(=O)c1ccc(CCNC(=O)/C=C/c2cccc([N+](=O)[O-])c2)cc1,105,-2,-2,100,-1,106,101,99
N#Cc1nc(-c2cccs2)oc1N1CCN(c2ccccc2)CC1,97,2,1,92,-9,108,93,106
COc1ccc(NC(=O)C2=NN(C3CCS(=O)(=O)C3)C(=O)CC2)cn1 (configuration not stated),91,7,1,92,-1,90,94,89
CC(=C\C(=O)O)/C(=C/c1ccco1)C(=O)O,92,-10,-2,100,3,98,100,102
CCc1ccc(OCC(=O)OC2CCS(=O)(=O)C2)cc1 (configuration not stated),98,-1,-3,95,0,102,105,102
O=c1cc(N2CCN(Cc3ccccc3)CC2)c(-c2ccccc2)n[nH]1,100,-2,3,98,-4,104,98,97
O=C1CC(N2CCN(C/C=C/c3ccccc3)CC2)C(=O)N1Cc1ccc(N2CCCC2=O)cc1 (configuration not stated),101,1,2,101,1,103,96,97
S=c1[nH]nc(COc2ccccc2)n1/N=C/c1ccc(Br)cc1,92,-8,3,99,1,103,93,106
O=C(Nc1cccc(Cn2cccn2)c1)c1cc2c(s1)CCCC2,95,1,3,92,-2,98,95,103
COc1ccc(NC(=O)c2cn(-c3ccccc3)nc2SC)cc1,108,-10,-14,109,12,99,114,110
COc1ccc(NC(=O)CSc2nnc(-c3cccnc3)o2)c(OC)c1,93,-3,-8,91,-1,96,105,101
Cc1sc2ncnc(N3CCC(C(=O)NNC(=O)COc4ccccc4Cl)CC3)c2c1C,102,11,4,101,4,101,106,104
Cc1cccc(NC(=O)CSCc2cc(=O)n3ccsc3n2)c1C,110,-1,8,114,0,106,114,120
Cc1nn2c(-c3ccncc3)ccnc2c1Br,97,5,-1,99,-1,102,108,107
CN(CC(=O)Nc1cccc(F)c1)C(=O)c1ccc(OCC2CCCO2)cc1 (configuration not stated),88,6,2,95,2,91,86,77
O=C(N=C1SC2CS(=O)(=O)CC2N1c1ccc(Cl)cc1Cl)C1CCCO1 (configuration not stated),98,-3,-4,104,4,106,99,90
O=C(Cc1c[nH]c2ccccc12)Nc1cccc(S(=O)(=O)N2CCCCC2)c1,90,1,3,94,16,92,101,101
Brc1ccc2nc(-c3cccs3)c(NCC3CCCO3)n2c1 (configuration not stated),90,2,-1,105,41,103,95,93
CSCc1c(C(=O)Nc2ccc(N3CCOCC3)cc2)oc2ccccc12,103,-2,4,98,87*,101,108,103
CCOC(=O)N1CCc2c(sc(NC(=O)CN3CCN(C)CC3)c2C(=O)Nc2ccccc2)C1,103,8,0,102,2,111,103,104
O=C(O)CSc1nnc(Cc2ccccc2)n1-c1ccccc1,115,-4,6,104,-1,109,112,114
Nn1cnnc1SCC(=O)Nc1ccc2c(c1)OCCO2,101,3,-6,99,2,100,108,106
COc1cc([N+](=O)[O-])ccc1NC(=O)CSc1nncn1-c1cccnc1,103,-5,5,102,1,100,104,102
CC(C)c1nc(SCC(=O)Nc2ccc([N+](=O)[O-])cc2Br)n[nH]1,91,1,14,95,-1,89,95,91
Cc1ccc(-c2cnc(NCc3cc4c(cc3[N+](=O)[O-])OCO4)n2C)cc1C,87,-2,-7,103,25,107,101,103
CCN(CC)S(=O)(=O)c1cc(NC(=O)CN2C(=O)NC3(CCCc4ccccc43)C2=O)ccc1C (configuration not stated),99,5,18,107,10,101,107,94
C/C(=N/NC(=O)c1ccc2c(c1)OCO2)c1ccc(NC(=O)C(F)(F)F)cc1,103,-19,-10,101,5,100,103,98
COc1cc(CN2CCN(c3ccccc3F)CC2)c([N+](=O)[O-])cc1OC,108,3,10,112,-1,113,107,92
CCOC(=O)C1=C(CNCCc2ccc(Cl)cc2)NC(=O)NC1c1cccc([N+](=O)[O-])c1 (configuration not stated),96,-3,1,97,0,96,101,97
CC(O)CNc1nc2c(c(=O)n(C)c(=O)n2C)n1Cc1cccc(C(F)(F)F)c1 (configuration not stated),96,-9,-1,99,2,101,102,94
CC(Nc1cc(N2CCN(S(C)(=O)=O)CC2)ccc1[N+](=O)[O-])c1ccccc1 (configuration not stated),100,-4,-25,104,10,97,99,91
COc1ccc(S(=O)(=O)N2CCN(S(=O)(=O)c3ccc4c(c3)OCCO4)CC2)cc1,99,2,1,100,3,101,106,89
COc1cccc(C(=O)NC(=S)Nc2nnn(C)n2)c1,93,-19,-13,103,7,93,95,91
CC(NC(=O)OCc1ccccc1)c1ccccc1 (configuration not stated),96,6,11,100,-2,105,106,112
O=C(CN1CCN(S(=O)(=O)c2ccc(Br)cc2)CC1)N/N=C/c1ccncc1,91,-5,0,99,3,96,97,88
S=C(NCc1ccncc1)Nc1cccc(Cl)c1,102,4,-5,101,6,94,103,93
O=C(Nc1ccc2c(c1)OCCO2)c1c(F)cccc1F,101,-3,1,102,10,103,97,101
O=C(CN1C(=O)COc2ccccc21)N1CCN(c2ccccc2F)CC1,64,-5,-1,110,-1,88,72,95
Cc1ccnc(NS(=O)(=O)c2ccc(CC(C)C)cc2)c1,105,-2,1,100,-1,102,104,101
Cc1c(C(=O)N2CCOCC2)oc2c1C(=O)CC(C)(C)C2,95,7,-11,96,1,98,92,93
Cc1ccc(S(=O)(=O)Oc2ccc(/C=C(/NC(=O)c3ccccc3)C(=O)NCC(=O)O)cc2)cc1,106,-30,-29,102,-1,100,106,97
COc1ccc(NS(=O)(=O)c2cc(NC(=O)c3ccc(=O)[nH]c3)ccc2N2CCCC2)cc1,100,-9,1,97,-1,92,97,93
COc1ccc2[nH]c3c(c2c1)CCN1C(=O)N([C@@H](C)C(=O)NCCc2ccc(F)cc2)C(=O)[C@]31C,96,-1,-5,100,6,103,102,103
CC(/C=N/NC(=O)Cc1cccn1C)=C\c1ccccc1,106,-7,0,101,2,101,101,102
CC(C)c1ccccc1OCC(O)CN(CC(O)COc1cccc2ccccc12)C(C)C (configuration not stated),87,-6,9,95,5,97,91,77
CSc1nsc(SCC(=O)N2CCc3ccccc32)n1,100,5,3,100,8,118,nt,109
CCC(C)c1ccc(NC(=O)c2c([N+](=O)[O-])cnn2CC)cc1 (configuration not stated),101,nt,nt,103,nt,100,104,96
# (next part)
SMILES,CIT2-GFP yeast,procasp7 counter,proCasp3 act,RPL19A-GFP yeast,AHR activator,MEP2 TOR yeast,AGP1 TOR yeast,LAP4-GFP MLPCN
CC(C)C(=O)N1CCN(c2nc(-c3ccc(Cl)cc3)cs2)CC1,96,3,3,108,9,91,96,102
COc1cc(CCC(=O)Nc2ccc(S(=O)(=O)NC3=NCCCCC3)cc2)cc(OC)c1OC,102,0,-4,95,-2,96,97,98
O=C(NCCCN1CCN(CCCNC(=O)c2ccc3c(c2)OCO3)CC1)c1ccc2c(c1)OCO2,108,-3,3,110,0,111,114,122
Cn1c(SCC(=O)N2CCN(S(=O)(=O)c3ccc(Cl)cc3)CC2)nc2ccccc21,96,14,-2,95,16,102,94,94
Cc1ccccc1N1CCN(CCCN2C(=O)C3CCCCN3C2=O)CC1 (configuration not stated),101,2,-1,101,-2,102,97,84
COc1ccccc1C(=O)Nc1ccc(Br)cc1C,83,3,-1,82,37,102,107,188*
CCOC(=O)C1=C(C)NC(=S)NC1/C=C/c1ccccc1 (configuration not stated),96,-6,-1,102,1,98,95,89
COC(=O)c1ccc(NC(=O)C(=O)N2CCN(C(=S)Nc3cccc(OC)c3)CC2)cc1,98,2,-6,97,-2,98,96,95
CC(=O)Nc1cccc(NC(=O)CSc2n[nH]c(-c3ccccc3)n2)c1,95,-3,2,98,4,103,101,104
CCOc1cc(/C=C2\C(=O)N(c3ccc(C(N)=O)cc3)N=C2C)ccc1OC(=O)c1cccs1,118,6,-1,105,0,103,nt,102
CC(=O)c1ccc(NC(=O)C(C)OC(=O)c2ccc(NS(=O)(=O)c3ccc(F)c(F)c3)cc2)cc1 (configuration not stated),103,-6,1,104,1,102,96,91
Fc1ccc(NCc2nnc(SCc3nnc(-c4ccccc4)o3)n2CC2CCCO2)cc1 (configuration not stated),88,14,2,96,-3,98,98,nt
CCOc1ccc(N(CC(=O)NCCc2ccccc2)C(=O)CCC(=O)Nc2nccs2)cc1,95,4,5,90,6,82,87,83
COc1ccccc1N1CCN(CC(=O)Nc2cccc(F)c2)CC1,95,-9,11,99,3,96,102,105
C=CCn1c(Cc2cccs2)nnc1SCC(=O)c1ccc(F)cc1,85,-1,-6,87,3,84,84,nt
CCNS(=O)(=O)c1ccc(NC(=O)Nc2cc(C)ccc2OC)cc1,89,0,0,92,6,91,103,96
COc1cccc(/C=C/C(=O)OCC(=O)c2ccc3c(c2)NC(=O)CO3)c1,99,-1,7,94,0,96,94,92
Cc1ccnc(NS(=O)(=O)Cc2ccccc2)c1,100,7,1,100,0,99,103,97

# 5 records drawn at random from those above:
SMILES,CIT2-GFP yeast,procasp7 counter,proCasp3 act,RPL19A-GFP yeast,AHR activator,MEP2 TOR yeast,AGP1 TOR yeast,LAP4-GFP MLPCN
CCOc1ccc(N(CC(=O)NCCc2ccccc2)C(=O)CCC(=O)Nc2nccs2)cc1,95,4,5,90,6,82,87,83
C=CCn1c(Cc2cccs2)nnc1SCC(=O)c1ccc(F)cc1,85,-1,-6,87,3,84,84,nt
COc1cccc(/C=C/C(=O)OCC(=O)c2ccc3c(c2)NC(=O)CO3)c1,99,-1,7,94,0,96,94,92
Cc1ccnc(NS(=O)(=O)Cc2ccccc2)c1,100,7,1,100,0,99,103,97
CCNS(=O)(=O)c1ccc(NC(=O)Nc2cc(C)ccc2OC)cc1,89,0,0,92,6,91,103,96
